# Giardia kill: Small Molecules that selectively kill Giardia lamblia: qHTS; Giardia lamblia trophozoite viability; activity change, % at 7.66 µM, hits read low; 0.15% of 340,000 active; AID 540267, 2011; in the data active = activity change below about -80%; inconclusive = between about -30% and that limit;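 note: parasites exposed to compound for two days anaerobically before the ATP read; % is set by controls: 0 for no effect and ±100 for the full control effect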
#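 Trophozoites 100 cells/well + cpd; 48 hrs, 37 deg C, anaerobic. ATPLite 1-Step added, 15-30 min RT, luminescence read (ATP-based viability).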
# FLuc modulator: qHTS profiling assay for firefly luciferase inhibitor/activator using purifed enzyme and Km concentrations of substrates (counterscreen for miR-21 project); Luciferin 4-monooxygenase (Photinus pyralis), P08659; purified FLuc, Km substrates, luminescence inhibition; Potency, µM (top dose mostly 57.5 µM), for the others: at the top dose activity change, negative = inhibition, usual class: inhibitors; 6.9% of 360,000 active; AID 588342, 2011;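 note: potency is the fitted concentration of half-maximal effect; plate controls were vehicle for no effect and reference inhibitor for full effect; nearly all actives have a fitted effect of over 55% in size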
# Target sequence (P08659 whole entry, looked up): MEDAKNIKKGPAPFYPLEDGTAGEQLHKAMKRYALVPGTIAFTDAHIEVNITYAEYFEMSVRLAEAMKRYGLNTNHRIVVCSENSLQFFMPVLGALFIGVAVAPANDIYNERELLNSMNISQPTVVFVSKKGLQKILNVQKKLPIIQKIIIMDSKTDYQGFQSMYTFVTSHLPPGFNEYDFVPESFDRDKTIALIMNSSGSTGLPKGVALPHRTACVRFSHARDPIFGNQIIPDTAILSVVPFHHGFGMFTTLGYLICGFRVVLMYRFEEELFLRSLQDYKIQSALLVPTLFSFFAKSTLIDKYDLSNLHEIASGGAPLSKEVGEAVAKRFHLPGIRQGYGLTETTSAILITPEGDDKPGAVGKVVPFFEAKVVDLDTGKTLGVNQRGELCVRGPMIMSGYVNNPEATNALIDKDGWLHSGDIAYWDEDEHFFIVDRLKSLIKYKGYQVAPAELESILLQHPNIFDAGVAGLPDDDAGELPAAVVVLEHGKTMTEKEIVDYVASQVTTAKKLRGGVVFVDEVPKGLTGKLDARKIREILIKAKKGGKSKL
#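 Biochemical qHTS of compounds, final roughly 60 µM downward over six points, against 10 nM purified firefly luciferase using Km concentrations of substrates (10 uM D-luciferin, 10 uM ATP) in Tris acetate pH 7.5 buffer; luminescence output.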
# KCNH2 3.1 block: qHTS for Inhibitors of KCHN2 3.1: Mutant qHTS; U2OS KCNH2 3.1, thallium flux FluxOr; active compounds read low; Potassium voltage-gated channel subfamily H member 2, brain isoform KCNH2 3.1 (human); activity change, % (tested at about 1.8 µM); AID 720553, 2013; 0.95% of 340,000 active;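 active = maximum activity change below -70%; inconclusive = maximum activity change from -70% to -50%; inactive = maximum activity change above -50%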;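 note: thallium influx rate constant from kinetic fluorescence after stimulation buffer; % is set by controls: 0 for no effect and ±100 for the full control effect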
#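 Kinetic fluorescence (2 min after stimulation buffer) measures Tl+ influx through KCNH2 3.1 expressed by viral transduction in U2OS cells; the rate constant is normalized against DMSO controls serving as positive and negative references.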
# Coupling enz: qHTS Assay for Inhibitors of Fructose-1,6-bisphosphate Aldolase from Giardia Lamblia: Coupling assay counterscreen; AID 2472, 2010; activity change, negative = inhibition, % at 58.2 µM, hits read low; coupling enzyme system counterscreen, AmpLite Red fluorescence; 0.67% of 290,000 active; in the data active = activity change below about -30%; note: % is set by controls: 0 for no effect and ±100 for the full control effect
#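 Fluorescence at 525 nm excitation and 598 nm emission measured inhibition of the coupled detection system without aldolase. Compounds (at 57.5 uM final) were preincubated 10 min at room temperature with coupling enzyme reagent before a 20 min substrate/AmpLite Red step.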
# ELG1 genotox: qHTS screen for small molecules that induce genotoxicity in human embryonic kidney (HEK293T) cells expressing luciferase-tagged ELG1; HEK293T ELG1-luciferase reporter, luminescence, 16 h; Potency, µM (series often up to 46 µM), for the others: top-dose activity change, positive = activation, most hits filed as activators; 1.3% of 330,000 active; AID 504466, 2011; note: potency is the fitted concentration of half-maximal effect; % of control where 0% means no effect; nearly all actives have a fitted effect of over 60% in size
#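 16 hr compound incubation (37 °C, 5% CO2) of HEK293T cells carrying luciferase-tagged ELG1; luciferase then measured by ONE-Glo luminescence after 30 min at RT.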
# Tb PFK inh: qHTS Assay to Find Inhibitors of T. brucei phosphofructokinase | T. brucei PFK, ADP-Glo luminescence | 0.17% of 330,000 active | ATP-dependent 6-phosphofructokinase (Trypanosoma brucei brucei), O15648 | Potency, µM (titrated, usually from 57.5 µM), inactives show at the highest dose activity, negative = inhibition, hits mostly inhibitors;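 note: potency is the fitted concentration of half-maximal effect; 0% = uninhibited 1x PFK enzyme wells and -100% = no-enzyme wells; nearly all actives have a fitted effect of over 60% in size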
#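 Luminescent ADP detection (ADP-Glo, two-step: ATP depletion then ADP-to-ATP conversion for luciferase) reported PFK activity after 45 min room-temperature reaction of 1.25 nM enzyme with 0.5 mM F6P and 0.1 mM ATP at pH 8.0.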
# Gal4-VP16 FLuc: VP16 counterscreen qHTS for inhibitors of ROR gamma transcriptional activity. Potency, µM (titrated, usually from 53.6 µM), for inactives: at the highest dose activity, negative = inhibition, usual class: inhibitors. Drosophila S2 Gal4-VP16 UAS-luciferase, luminescence, 20 h. 3.5% of 310,000 active;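 note: Gal4-VP16 expression switched on by copper sulfate through the metallothionein promoter; potency is the fitted concentration of half-maximal effect; % is set by controls: 0 for no effect and ±100 for the full control effect; nearly all actives have a fitted effect of over 50% in size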
# Rab9 promoter act: qHTS Assay for Rab9 Promoter Activators; Huh7 Rab9 promoter-luciferase reporter, luminescence, 24 h; Potency, µM (titrated, usually from 9.22 µM), for the others: at the top dose activation, negative = inhibition, actives largely listed as activators; 2.8% of 320,000 active; AID 485297, 2010; note: potency is the fitted concentration of half-maximal effect; % of control where 0% means no effect; nearly all actives have a fitted effect of over 60% in size
#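 Promoter activation is measured as luciferase luminescence in Huh7 cells stably transfected with a Rab9 promoter–luciferase construct, following 24 h compound exposure at 37 °C and 10 min reagent incubation at ambient temperature.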
# RORg inh: qHTS for inhibitors of ROR gamma transcriptional activity. Drosophila S2 Gal4-RORgamma UAS-luciferase reporter, 20 h. Potency, µM (titrated, usually from 53.6 µM), without a hit: at the highest dose activity change, negative = inhibition, usual class: inhibitors. 5.4% of 310,000 active; note: potency is the fitted concentration of half-maximal effect; % is set by controls: 0 for no effect and ±100 for the full control effect; nearly all actives have a fitted effect of over 60% in size
# Target sequence (P51450 whole entry, looked up, the tested form may be a part): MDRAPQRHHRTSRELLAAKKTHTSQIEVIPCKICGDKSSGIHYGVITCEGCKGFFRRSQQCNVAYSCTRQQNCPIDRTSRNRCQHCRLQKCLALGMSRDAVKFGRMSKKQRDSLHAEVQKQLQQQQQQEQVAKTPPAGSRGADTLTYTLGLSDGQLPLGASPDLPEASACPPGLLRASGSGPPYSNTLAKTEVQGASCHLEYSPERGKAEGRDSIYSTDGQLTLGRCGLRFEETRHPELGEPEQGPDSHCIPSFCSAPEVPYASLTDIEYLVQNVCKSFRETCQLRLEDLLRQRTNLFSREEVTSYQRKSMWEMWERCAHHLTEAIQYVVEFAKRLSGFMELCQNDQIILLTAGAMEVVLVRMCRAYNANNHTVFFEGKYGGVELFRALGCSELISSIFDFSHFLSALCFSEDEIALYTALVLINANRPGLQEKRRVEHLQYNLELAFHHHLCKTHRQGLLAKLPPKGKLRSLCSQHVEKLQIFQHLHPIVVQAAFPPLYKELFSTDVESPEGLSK
#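 ROR gamma transcriptional activity was tracked as Gal4-UAS luciferase output in stably transfected Drosophila Schneider cells, with compound added 1 hr before 700 uM copper sulfate induction and a 20 hr ambient-temperature incubation.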
# uPA generation: qHTS for Inhibitors of Cell Surface uPA Generation. 0.31% of 330,000 active. cell surface uPA generation assay, qHTS. Potency, µM (highest dose often 38.3 µM), without a hit: top-dose activity change, negative = inhibition, hits mostly inhibitors. AID 540303, 2011; active = well fitted inhibition curve with a large enough effect; inconclusive = small, poorly fitted or top-dose-only effect; inactive = no such curve, though single readings can be large or run the other way; tested in mouse RAW 264.7 cells; note: potency is the fitted concentration of half-maximal effect; % is set by controls: 0 for no effect and ±100 for the full control effect; nearly all actives have a fitted effect of over 55% in size
# NPC1 prom act: qHTS Assay for NPC1 Promoter Activators; 2.4% of 320,000 active; Potency, µM (doses to about 9.22 µM), for inactives: top-dose activation, actives largely listed as activators; Huh7 NPC1 promoter luciferase reporter, 24 h;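 note: potency is the fitted concentration of half-maximal effect; % of control where 0% means no effect; nearly all actives have a fitted effect of over 60% in size; reporter is driven by a mutant NPC1 promoter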
#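 Cells: Huh7 expressing luciferase under the NPC1 promoter, 1500/well. Seeded 2 h, compound added, incubated 24 h at 37 °C. Luciferase reagent, 10 min ambient, then luminescence.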
# An asterisk follows results filed as active; u = inconclusive; x = no result given; [ ] = remark or other dose. Unless noted, calls come from the whole dose curve; as a rule, active = well fitted curve in the direction sought with a large enough effect; inconclusive = small, poorly fitted or top-dose-only effect, or another doubt; inactive = no such curve, though single readings can be large; an effect the other way counts as inactive or inconclusive.
SMILES,Giardia kill,FLuc modulator,KCNH2 3.1 block,Coupling enz,ELG1 genotox,Tb PFK inh,Gal4-VP16 FLuc,Rab9 promoter act,RORg inh,uPA generation,NPC1 prom act
O=C(O)CCC(NC(=O)C1CCCN1C(=O)OCc1ccccc1)C(=O)O (centres undefined),12,1%,26,1,4%,-3%,5%,-5%,18%,3%,0%
Cc1c(CCC(=O)O)c(=O)oc2c(C)c(OCc3ccccc3Cl)ccc12,-7,-3%,1,-2,0%,-1%,u,-13%,u,3%,0%
Cc1ccc(S(=O)(=O)/N=C2/NC(=O)/C(=C\c3ccco3)S2)cc1,14,-5%,13,17,2%,0%[0.46 µM],0%,-4%,-16%,1%,3%
c1ccc(-c2ccccc2OCCCCN2CCCCCC2)cc1,23,-2%,-23,-1,-8%,-2%,-8%,-5%,41%,u,-4%
CCN(CC)C(=O)N1c2ccccc2C=Cc2ccccc21,8,1%,-5,0,-10%,3%,14%,5%,5%,8%,-4%
O=C1OC(Nc2ccc(F)cc2F)c2ccccc21 (centres undefined),-3,2%,-18,-2,1%,-1%,-10%,-1%,-21%,1%,-3%
CCOC(=O)c1ccc(CSc2n[nH]c(C)n2)o1,3,1%,-5,2,5%,4%,7%,4%,43%,0%,0%
CCOc1ccc(S(=O)(=O)Nc2ccccc2C(=O)N/N=C/c2c(OC)ccc3ccccc23)cc1,-4,1%,0,3,0%,10%,5.6µM*,-7%,6.3µM*,3%,-4%
CCOc1cccc(CNCc2ccc(C(=O)O)cc2)c1,13,3%,-5,0,u,0%,6%,-3%,6%,2%,5%
Cc1ccc(NC(=O)CCC(=O)OCc2ccc(Br)cc2)cc1,-14,0%,6,2,0%,-9%,-15%,1%,0%,-3%,2%
CN(C)S(=O)(=O)c1ccc(C(=O)NNC(=O)C2COc3ccccc3O2)cc1 (centres undefined),u,-9%,-11,3,-9%,-11%,12%,1%,2%,-10%,-7%
CC(C)(C)N(Cc1ccccc1)C(=O)COC(=O)c1ccc(N2CCCC2=O)cc1,-3,x,-10,x,-1%,0%,x,x,x,2%,x
COc1cc(SC)ccc1C(=O)Nc1c(Cl)cncc1Cl,-3,-2%,-11,-1,-5%,-4%,u,-28%,7%,2%,0%
CC(C)c1nc2sc3c(c2c(=O)o1)CCCC3,-16,-12%,4,0,1%,0%,11%,-2%,u,4%,-3%
O=C(Oc1cncc(Cl)c1)c1ccco1,-7,-15%,-9,0,1%,-3%,-5%,-3%,u,3%,-2%
CCc1nccn1S(=O)(=O)c1ccc(OC)c(C)c1C,-5,2%,18,5,2%,5%,-1%,-1%,3%,0%,1%
O=C(CN1C(=O)S/C(=C\c2cccs2)C1=O)Nc1ccc(O)c(C(=O)O)c1,-25,u,-4,x,2%,u,-5%,-13%,-18%,5%,-6%
c1cn2c(Nc3ccc4c(c3)OCCO4)c(-c3ccc(N4CCOCC4)cc3)nc2cn1,-1,2.7µM*,11,-1,u,1%,-17%,21%,4%,u,26%
COc1ccc(NC2CCCN(C(=O)CSc3ccccc3)C2)cc1 (centres undefined),2,-1%,3,x,0%,-7%,14%,4%,12%,-14%,5%
C=CCN1C(=O)c2ccccc2NC1c1cc(Br)cs1 (centres undefined),-23,1%,1,1,-1%,-3%,9%,2%,9%,-5%,2%
COc1ccc(NC(=O)Cn2c([N+](=O)[O-])cnc2C)cc1Cl,-8,6%,-1,2,-1%,3%,-3%,14%,10%,7%,0%
CC1CCCN(c2oc(-c3cccc4ccccc34)nc2C#N)C1 (centres undefined),-25,5.4µM*,-18,2,u,0%,0%,u,-8%,x,u
O=[N+]([O-])c1cnn(-c2nc(-c3cccs3)cc(C(F)(F)F)n2)c1,2,0%,6,1,3%,-7%,5%,-10%,-2%,3%,1%
COC(=O)c1ccc(NC(=O)CSc2nnc(-c3ccccc3)n2C)cc1,-4,5%,-1,6,15%,-1%,-11%,u,-7%,-5%,-2%
CCc1nnc(NC(=O)c2ccc(-c3ccc(F)cc3)o2)s1,-7,-14%,-33,3,9%,-3%,-4%,0%,-33%,2%,0%
CC(C)c1nc(SCC(=O)NCC2CCCO2)c2c(=O)n(C)c(=O)n(C)c2n1 (centres undefined),15,3%,-9,7,8%,-2%,3%,-4%,-5%,-10%,0%
Cc1ccc(S(=O)(=O)N(C)C)cc1NC(=S)N1CCc2ccccc21,-9,-1%,12,-1,-13%,-3%,0%,0%,10µM*,0%,-7%
Cc1nnc(SCc2cc(=O)[nH]c(/N=C(\N)Nc3ccccc3)n2)s1,-16,-14%,-24,5,3%,-14%,3%,-2%,27%,-5%,-12%
Cn1cnnc1Sc1ccc(C(F)(F)F)cc1[N+](=O)[O-],-15,-7%,-1,3,-17%,-1%,-8%,-4%,-33%,-1%,-2%
CC1C=CCC2C(=O)N(c3cc(Cl)ccc3O)C(=O)C12 (centres undefined),-4,2%,17,3,2%,-8%,3%,10%,12%,-7%,-4%
CCN(CC)CCn1c2c(c(SCC(=O)Nc3cccc4ccccc34)nc1=O)CCCC2,18,0%,-5,x,-7%,-2%,x,3%,x,8%,-3%
CCn1nc(NC(=O)c2ccncc2)c2cc3cc(C)ccc3nc21,-2,17µM*,2,-1,-3%,5%,-5%,1%,u,-5%,-1%
COc1cccc(CN2CCN(C(=O)CCc3nnc(C4CCCCC4)o3)CC2=O)c1,19,-7%,-9,1,0%,0%,5%,2%,-1%,1%,-2%
O=C(N=C1SC2CS(=O)(=O)CC2N1Cc1ccccc1)C1CCCCC1 (centres undefined),-15,0%,-11,x,0%,-3%,-14%,-1%,-22%,5%,-4%
O=C(CCN1CCN(S(=O)(=O)c2ccc(Br)cc2)CC1)Nc1ccccc1F,3,0%,8,1,-8%,-4%,-5%,3%,7%,7%,0%
CCn1c(SCC(=O)OC)nnc1C1CCCCC1,-25,2%,-1,1,1%,3%,-6%,-2%,11%,1%,-1%
CN(CCC#N)CC(=O)Nc1ccc(S(N)(=O)=O)cc1,9,1%,17,-2,-1%,2%,1%,-8%,-6%,-2%,-1%
O=C(CC(=O)N/N=C\c1ccc(F)cc1)NCCc1ccccc1,-16,-1%,-1,-22,-3%,-4%,-2%,-7%,24%,11%,1%
CC(C)(C)C(=O)N1CCN(c2ccc(NC(=O)c3ccco3)cc2)CC1,2,0%,-7,0,-2%,-1%,-18%,0%,24%,2%,-6%
COc1ccc(-c2cc(C(=O)NC3CCCC3)no2)cc1OC,0,-3%,1,-2,7%,0%,13%,25%,19%,x,u
Nc1c(C(=O)NCc2ccc(Cl)cc2)sc2nc3c(c(C(F)(F)F)c12)CCC3,19,-2%,-1,1,-1%,2%,-2%,5%,3%,2%,-1%
COCCCNC(=O)c1ccc(NS(C)(=O)=O)cc1,-2,-2%,-28,0,x,x,13%,x,-1%,9%,x
O=C1c2cc3ccccc3c(-c3ccccc3)c2C(=O)N1c1ccccn1,-5,10%,-1,-1,-1%,-3%,0%,3%,-16%,5%,-3%
COc1ccc(NC(=O)CN(c2cccc(F)c2)S(C)(=O)=O)cc1OC,10,0%,3,0,-1%,-17%,0%,-4%,-12%,2%,0%
Cn1nc(C(C)(C)C)cc1NC(=O)Nc1cc(Cl)cc(Cl)c1,14,-3%,4,1,-7%,-19%,-11%,-12%,u,3%,1%
CCc1nc(SCC(=O)NCCc2ccccc2)n[nH]1,-1,2%,-1,-1,-11%,5%,-6%,-4%,-14%,5%,1%
N#Cc1ccccc1NC(=O)CSc1n[nH]c(=O)n1C1CC1,-6,x,29,x,-2%,0%,x,x,x,-7%,x
CCCc1cc(=O)[nH]c(SCC(=O)Nc2c(C)cccc2C)n1,8,0%,0,2,-10%,5%,2%,-1%,-2%,x,1%

# High-throughput results (PubChem)
